Compound activity deposited in PubChem by several laboratories.
LMPTP block: LMPTP phosphatase inhibitors, primary screen, biochemical, fluorescence intensity, uHTS. inhibition, % at 20 µM. actives 0.22% (n = 360,000). AID 651560, 2012. recombinant LMPTP-A, OMFP fluorogenic substrate;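 active means compounds that cut the enzyme signal by at least half of the control window in the single-dose screen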;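 further: plate controls were DMSO wells with enzyme plus substrate for no effect and substrate without enzyme for full effect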
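Test system – LMPTP-A enzyme · Amount – LMPTP-A at 0.625 nM final in the reaction · Buffer or medium – Bis-Tris pH 6.0, DTT, detergent · Reagent – OMFP 400 µM · Doses – single 20 µM dose · Schedule – reaction 50 min, room temperature, dark · Detection – fluorescence intensity of OMFP turnover product · Evaluation – percent inhibition versus substrate-only and uninhibited controls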
DNMT1 block: human DNMT1 methyltransferase inhibitors, primary screen, biochemical, molecular beacon, fluorescence, HinP1I cleavage, uHTS; DNA (cytosine-5)-methyltransferase 1 (Homo sapiens), P26358; inhibition (reported as % activation of signal), % at 10 µM; actives 0.83% (n = 360,000); in the data active means inhibition above about 50%
Rin1-Abl PPI inh: inhibitors of Rin1-Abl protein binding, primary screen, biochemical, TR-FRET | Tyrosine-protein kinase ABL1 (Homo sapiens) + Ras and Rab interactor 1 (Homo sapiens), … | inhibition, % at 7.35 µM | actives 0.4% (n = 360,000); in the data active means inhibition above about 5%, passing the limit was not always enough
Rpn11 inh: Rpn11 (PSMD14) deubiquitinase inhibitors, primary screen, biochemical, fluorescence polarization, uHTS; 26S proteasome non-ATPase regulatory subunit 14 (Homo sapiens), O00487; human 26S proteasome, Ub4-pepOG fluorescence polarization; 20S core pre-blocked with epoxomicin; calls only at 20 µM; actives 0.59% (n = 360,000); AID 588493, 2011;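 active means inhibition at 20 µM, scaled to each plate's controls, above about 33%, limit read from the data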
Neddyl block: inhibitors of cullin neddylation, primary screen, biochemical, TR-FRET, uHTS, NAE and Ubc12; NEDD8-conjugating enzyme Ubc12 (Homo sapiens) + NEDD8-activating enzyme E1 regulatory …; calls only at 25 µM; actives 0.58% (n = 360,000); AID 651699, 2012; in the data active means inhibition above about 36%
STEP block: STEP phosphatase inhibitors, primary screen, biochemical, fluorescence intensity, uHTS | actives 0.25% (n = 360,000) | AID 588621, 2011 | Tyrosine-protein phosphatase non-receptor type 5 (Homo sapiens), P54829 | recombinant STEP, OMFP fluorogenic substrate | inhibition, % at 20 µM;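 active means inhibition at 20 µM, scaled per plate between control wells, above about 37%, limit read from the data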;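 further: 0% = DMSO with enzyme and substrate and 100% = substrate only without enzyme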
Target sequence (P54829 whole entry, looked up): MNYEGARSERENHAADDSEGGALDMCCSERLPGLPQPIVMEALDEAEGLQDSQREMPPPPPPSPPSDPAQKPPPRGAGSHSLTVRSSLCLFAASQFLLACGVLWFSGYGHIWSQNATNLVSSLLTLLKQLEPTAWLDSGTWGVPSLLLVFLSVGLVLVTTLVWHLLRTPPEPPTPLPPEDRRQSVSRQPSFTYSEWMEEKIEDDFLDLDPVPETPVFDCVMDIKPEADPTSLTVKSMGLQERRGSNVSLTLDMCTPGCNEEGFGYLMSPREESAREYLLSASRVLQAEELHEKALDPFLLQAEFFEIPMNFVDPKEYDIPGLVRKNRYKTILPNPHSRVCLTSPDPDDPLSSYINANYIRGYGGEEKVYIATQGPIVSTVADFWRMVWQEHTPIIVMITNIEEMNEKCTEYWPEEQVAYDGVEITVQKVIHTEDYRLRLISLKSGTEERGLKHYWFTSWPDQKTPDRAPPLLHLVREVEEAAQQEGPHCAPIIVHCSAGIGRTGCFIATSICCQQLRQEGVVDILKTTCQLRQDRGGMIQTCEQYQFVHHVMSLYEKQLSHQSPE
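material = STEP tyrosine phosphatase | reagent = fluorogenic phosphatase substrate OMFP at 25 µM final | doses = single compound dose of 20 µM, 1% DMSO final | schedule = 20 min reaction, room temperature, in the dark | measured by = fluorescence, 480/540 nm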
Scp1 inh: Scp-1 phosphatase inhibitors, primary screen, biochemical, colorimetric, uHTS; Recombinant Scp1, phosphopeptide, malachite green phosphate absorbance; inhibition, % at 20 µM; actives 0.88% (n = 340,000);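 active means inhibition above about 50% at 20 µM, limit read from the data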;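 further: plate controls were DMSO wells with enzyme for no effect and wells lacking enzyme for full effect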
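Incubation: 45 min enzyme reaction at room temperature / System: truncated SCP-1 phosphatase (76-261aa) / Reagent: Phospho 17-mer peptide substrate / Buffer or medium: Acidic Tris acetate buffer with magnesium and detergent / Signal: absorbance at 630 nm / Doses: one concentration, 20 µM, with 1.0% DMSO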
NadD inh: inhibitors of S. aureus NadD, primary screen, biochemical, colorimetric, uHTS. Nicotinate-nucleotide adenylyltransferase NadD (Staphylococcus aureus N315). purified NadD enzyme, colorimetric absorbance read-out. inhibition, % at 20 µM. actives 0.78% (n = 360,000); in the data active means inhibition above about 26%; further: some compounds past the cut are filed as inactive
SUMO1 PPI mod: modulators of SUMO1 protein-protein interactions, primary screen, biochemical, uHTS | SUMO1 binding to a labelled peptide, TR-FRET, 1 h | inhibition, % at 20 µM | actives 0.33% (n = 360,000) | AID 602429, 2012; in the data active means inhibition above about 37%
Target sequence (P63165 whole entry, looked up): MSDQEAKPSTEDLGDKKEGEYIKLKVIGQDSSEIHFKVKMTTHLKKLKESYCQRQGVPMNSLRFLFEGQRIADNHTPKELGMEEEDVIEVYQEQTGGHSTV
CSN inh: inhibitors of CSN-mediated cullin deneddylation, primary screen, biochemical, fluorescence polarization, uHTS | COP9 signalosome complex subunit 5 (Homo sapiens), Q92905 | Purified CSN, SCF-Nedd8-OG deneddylation | inhibition, % at 12.5 µM | actives 0.38% (n = 360,000) | AID 651999, 2013;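 active means pattern-corrected inhibition above about 35%, with an unprinted fluorescence ratio check between 0.5 and 1.5, limit read from the data, passing the limit was not always enough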;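 further: 0% = enzyme with substrate and 100% = substrate without enzyme; some results filed as inactive read as strong as hits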
Target sequence (Q92905 whole entry, looked up, one chain of several): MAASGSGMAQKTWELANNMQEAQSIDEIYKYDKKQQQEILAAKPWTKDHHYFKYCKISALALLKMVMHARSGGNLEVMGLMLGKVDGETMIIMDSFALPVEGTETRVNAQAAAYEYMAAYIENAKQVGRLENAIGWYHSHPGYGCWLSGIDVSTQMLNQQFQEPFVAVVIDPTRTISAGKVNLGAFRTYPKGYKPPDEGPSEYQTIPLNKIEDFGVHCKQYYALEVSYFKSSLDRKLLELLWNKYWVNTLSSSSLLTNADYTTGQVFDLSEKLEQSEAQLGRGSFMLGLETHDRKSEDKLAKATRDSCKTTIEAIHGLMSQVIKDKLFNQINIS
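Material: human Csn5 produced in HEK293T cells; Input: enzyme 0.24 nM; Reagent: SCFSkp2-Nedd8OG substrate at 10 nM final; Dosing: 12.5 µM compound; Incubation: 90 min reaction at room temperature; Detection: fluorescence polarization of the substrate; Evaluation: % inhibition of substrate cleavage by Csn5; Control set: substrate-only high control, full reaction low control.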
Starred values were filed as active, the others as inactive; i = inactive; x = no result given; + = active, no number.

LMPTP block	DNMT1 block	Rin1-Abl PPI inh	Rpn11 inh	Neddyl block	STEP block	Scp1 inh	NadD inh	SUMO1 PPI mod	Structure	CSN inh
-0.3	-2	-1	i	i	0	-2	-6	3	OC(CNCCc1ccc(Cl)cc1Cl)COc1ccccc1 (centres undefined)	3
-0.3	-8	4	i	i	2	0	7	6	COc1cc(C(=O)OCC(=O)c2c[nH]c3ccccc23)ccc1OCC(=O)N1CCOCC1	-4
51*	0	-1	i	i	5	2	-2	8	CCn1cc(C(=O)O)c(=O)c2cnc(N3CCN(C(=S)Nc4ccccc4Cl)CC3)nc21	0
-2.6	5	3	i	i	-5	6	1	0	C[C@H]1NC(=O)[C@@]2(C)[C@@H](c3ccccc3)[C@H]3COc4ccccc4[C@H]3N2C1=O	-3
0.6	-1	0	i	i	3	-2	-1	3	Cc1nn(CCCC(=O)NCCc2ccc(Cl)cc2)c(=O)c2nn(-c3ccccc3)c(C)c12	-2
-3.4	2	0	i	i	-2	-12	-5	-4	CC(=O)Nc1ccc(S(=O)(=O)N(C)CC(=O)N2CCN(C(=O)c3ccco3)CC2)cc1	4
0.7	-2	0	i	i	1	-6	4	1	CC(=O)c1cccc(OCC(=O)Nc2cc(S(=O)(=O)N3CCOCC3)ccc2N2CCCC2)c1	4
0.2	1	1	i	i	-1	-16	-1	3	CCc1ccc(NC(=O)CCC(=O)c2ccc(C)cc2)cc1	3
-0.7	11	2	i	i	4	7	5	4	CC1=C(C)CC(C(=O)Nc2nc(-c3ccc(C)cc3C)c(C)s2)C(C(=O)O)C1 (centres undefined)	-5
-1.3	2	4	i	i	2	-13	5	1	CCOc1ccc(OCCOCCN2CCc3ccccc3C2)cc1	4
-0.4	-4	2	i	i	1	-2	3	1	C=COCCNC(=O)Nc1ccc(Cl)cc1Cl	2
-0.5	3	4	i	i	3	-2	6	-2	Cn1c(=O)n(CC#N)c2ccccc21	0
0.8	-5	-2	i	+	0	12	20	0	COc1ccc(C2CC(c3ccc(OC)cc3)n3nc(NC(=O)c4ccco4)nc3N2)cc1 (centres undefined)	1
-0.8	1	2	i	i	3	-2	8	5	O=C(Nc1ccccc1C(=O)OC1CCOC1=O)c1ccco1 (centres undefined)	-1
0.1	-2	-1	i	i	1	x	5	-1	Cn1cccc1CN1CCC[C@]2(N[C@H](c3ccccc3)[C@@H]3C(=O)N(Cc4ccccc4)C(=O)[C@@H]32)C1=O	6
-0.4	-7	0	i	i	6	-8	9	9	Cc1csc(N2CCN(c3cc4nc(-c5ccncc5)[nH]c4cc3Cl)CC2)n1	3
-0.1	1	1	i	i	2	-10	-5	-5	O=C(O)c1cccc(C(=O)c2cccc3ccccc23)c1	3
2.6	1	0	i	i	-2	-5	-3	4	COc1ccc(CNc2cccc(F)c2)cc1Br	-7
-0.9	2	-2	i	x	-4	4	-2	-4	Cc1csc(NC(=O)c2ccccc2O)n1	2
1.0	11	1	i	i	-1	-2	2	0	C[C@@H]1C=C(C(=O)N2CCN(Cc3ccccc3)CC2)O[C@H](OCc2ccc(CO)cc2)C1	-2

Record cards, as listed above. Values in the order: LMPTP block | DNMT1 block | Rin1-Abl PPI inh | Rpn11 inh | Neddyl block | STEP block | Scp1 inh | NadD inh | SUMO1 PPI mod | CSN inh
Entry for CC(=O)Nc1ccc(S(=O)(=O)N(C)CC(=O)N2CCN(C(=O)c3ccco3)CC2)cc1 : -3.4 | 2 | 0 | i | i | -2 | -12 | -5 | -4 | 4
Entry for Cn1cccc1CN1CCC[C@]2(N[C@H](c3ccccc3)[C@@H]3C(=O)N(Cc4ccccc4)C(=O)[C@@H]32)C1=O : 0.1 | -2 | -1 | i | i | 1 | x | 5 | -1 | 6

Back to the main list; the 4 compounds before the break are reprinted first.
LMPTP block	DNMT1 block	Rin1-Abl PPI inh	Rpn11 inh	Neddyl block	STEP block	Scp1 inh	NadD inh	SUMO1 PPI mod	Structure	CSN inh
-0.1	1	1	i	i	2	-10	-5	-5	O=C(O)c1cccc(C(=O)c2cccc3ccccc23)c1	3
2.6	1	0	i	i	-2	-5	-3	4	COc1ccc(CNc2cccc(F)c2)cc1Br	-7
-0.9	2	-2	i	x	-4	4	-2	-4	Cc1csc(NC(=O)c2ccccc2O)n1	2
1.0	11	1	i	i	-1	-2	2	0	C[C@@H]1C=C(C(=O)N2CCN(Cc3ccccc3)CC2)O[C@H](OCc2ccc(CO)cc2)C1	-2
-1.1	-1	6	i	i	-1	-6	-2	1	COc1cc(C(=O)NC(C)c2ccccc2)ccc1OCC(=O)N1CCOCC1 (centres undefined)	-4
-1.4	0	3	i	i	-1	0	-4	1	CCc1nnc(NC(=O)CCC(=O)N2CCN(c3cc(C)ccc3C)CC2)s1	5
-1.4	2	0	i	i	1	-4	0	0	CCOc1ncccc1C(=O)NNC(=O)c1cccc(S(=O)(=O)N2CCOCC2)c1	-2
1.1	-12	-2	i	i	-4	-7	-1	-6	Cc1cccc(C)c1N1CCN(c2ccc3nnc(C(F)(F)F)n3n2)CC1	-1
-0.6	1	2	i	i	0	-4	-2	0	CC1CCCCN1CC(=O)NCc1ccc2c(c1)OCO2 (centres undefined)	3
1.4	7	-1	i	i	-1	1	2	-6	O=C(N/C(=C\c1cccc([N+](=O)[O-])c1)C(=O)N(CCO)CCO)c1ccco1	-4
0.1	-1	0	i	i	-2	-1	3	-1	O=C(NCCN1CCOCC1)Nc1ccc(Cl)cc1Cl	-1
-1.1	-1	-2	i	i	-2	-3	0	1	CCN(CC(=O)NCc1ccc(Cl)cc1)Cc1cc(=O)n2ccsc2n1	-6
-1.3	6	5	i	i	2	-3	1	-2	O=C(COc1ccc([N+](=O)[O-])cc1Cl)NCC1CCCO1 (centres undefined)	1
8.1	3	1	i	i	7	-3	4	0	COc1ccc(N2C(=O)CC(C#N)=C2N)cc1	-4
-1.3	0	-2	i	i	-3	-8	-7	0	Cc1ccc(NC(=O)C2C3/C=C\CCCCC32)cc1C (centres undefined)	-7
-4.6	-1	0	i	i	7	-6	-1	1	CN1CCC(N(C)C(=S)Nc2ccc(F)cc2)CC1	-5
1.7	3	-1	i	i	1	-12	-11	5	CCOc1ccc(NC(=O)Cn2nnc(-c3ccccc3NC(=O)C3CC3)n2)cc1	2
0.0	-1	0	i	i	0	-5	-2	-1	O=C(CCCn1c(=O)[nH]c2ccsc2c1=O)NC1CCCCC1	7
-0.4	0	2	i	i	0	-11	-2	1	CCCOc1ccccc1C1NC(=O)NC(C)=C1C(=O)OCCOC(C)C (centres undefined)	-3
3.3	3	5	i	i	2	-9	0	1	CSc1ccc(Cl)c(C(=O)NCCOc2cc(C)ccc2C(C)C)c1	1
-0.2	1	-6	i	i	0	-5	0	-3	COc1ccccc1-c1nc(S(=O)(=O)c2ccccc2)c(N2CCOCC2)o1	4
0.4	12	3	i	i	2	-7	-1	2	Cc1c(Cl)cccc1NC(=O)Nc1cc(C(C)(C)C)nn1C	7
2.4	-6	3	i	i	2	-10	-6	3	COC(=O)c1nn(-c2ccccc2)nc1-c1nn(-c2ccccc2)nc1C(=O)OC	0
-0.6	4	1	i	i	-5	-7	-7	-1	Cc1ccc(NC(=O)CSc2nnc(Cc3ccccc3)o2)c(C)c1	1

3 of the entries above in order of their number in Rin1-Abl PPI inh, smallest number first.
LMPTP block	DNMT1 block	Rin1-Abl PPI inh	Rpn11 inh	Neddyl block	STEP block	Scp1 inh	NadD inh	SUMO1 PPI mod	Structure	CSN inh
-1.3	0	-2	i	i	-3	-8	-7	0	Cc1ccc(NC(=O)C2C3/C=C\CCCCC32)cc1C (centres undefined)	-7
2.4	-6	3	i	i	2	-10	-6	3	COC(=O)c1nn(-c2ccccc2)nc1-c1nn(-c2ccccc2)nc1C(=O)OC	0
-1.1	-1	6	i	i	-1	-6	-2	1	COc1cc(C(=O)NC(C)c2ccccc2)ccc1OCC(=O)N1CCOCC1 (centres undefined)	-4

Later entries:
LMPTP block	DNMT1 block	Rin1-Abl PPI inh	Rpn11 inh	Neddyl block	STEP block	Scp1 inh	NadD inh	SUMO1 PPI mod	Structure	CSN inh
-0.4	2	4	i	i	2	5	-6	-3	CC(C)CN(C(=O)CCCSc1nc2ccccc2[nH]1)c1c(N)n(Cc2ccccc2)c(=O)[nH]c1=O	-1
-1.4	2	-3	i	i	0	x	-15	3	CC(=O)c1ccc(NS(=O)(=O)c2cccc3cccnc23)cc1	1
0.8	-7	2	i	i	2	-16	-4	-3	CN(C)C(=S)N=c1ssc(=S)n1Cc1ccccc1	-4
2.0	-4	5	i	i	-4	-12	4	4	Cc1cc(C(=O)CN2C(=O)C(=O)N(Cc3ccco3)C2=O)c(C)n1CCc1ccc(F)cc1	2
1.3	-2	4	i	i	-4	3	-5	-16	NS(=O)(=O)c1ccc(CCNC(=O)c2cccc([N+](=O)[O-])c2)cc1	-2
-1.6	5	6.1*	i	i	-1	1	-2	0	CC12CN3CC(C)(CN(C1)C3c1ccccc1F)C2 (centres undefined)	5
-1.3	1	-5	i	x	0	-5	-2	-3	N#Cc1c(F)cccc1N1CCC(C#N)CC1	2
-0.6	1	1	i	i	2	-5	-1	4	Cc1ccc(S(=O)(=O)NC(C(=O)N2CCOCCOCCOCC2)C(C)C)cc1 (centres undefined)	2
-1.1	0	0	i	i	8	-4	-7	-3	CN1CCN(c2nc(-c3ccc(Br)cc3)nnc2-c2ccccc2)CC1	3
0.0	-9	-7	i	i	3	1	-1	-27	O=[N+]([O-])c1c(NCCO)cc(N2CCCCCC2)c2nonc12	2
